# HIV RNase H inh: blocks HIV-1 RNase H cleavage of RNA/DNA duplex; RT-RNase H RNA/DNA duplex cleavage, fluorescence; inhibition, % at 10 µM; 65,000 tested, 1.9% active; in the data active = inhibition above about 50%
# RmlC RmlD mix: RmlC/RmlD inhibition, mixture screen. 110,000 tested, 0.39% active. inhibition, % at 5.5 µM. RmlC/RmlD coupled enzyme inhibition, 384-well mixture HTS; in the data active = inhibition above about 30%, passing the limit was not always enough; inconclusive = no clear call, values can overlap the other calls; note: strong numbers were not always called active
# Active calls of the source: *; ? = inconclusive; / = no result given. An excerpt (hit frequency here may not be typical).
structure	HIV RNase H inh	RmlC RmlD mix
COc1ccc(C[C@H]2CN3C(=NC[C@@H]3C(C)C)N2CCNC(=O)c2ccc(C)c(Br)c2)cc1	/	11
Cc1cccc(-n2nc3c(c2NC(=O)CCC2CCCCC2)CS(=O)C3)c1C (stereo not given)	-1	-11
O=S(=O)(c1ccc(S(=O)(=O)N2CCN(C3CCCCC3)CC2)cc1)N1CCCCCC1	-6	/
NS(=O)(=O)c1ccc(NC(=O)CN2CCN(Cc3ccccc3)CC2)cc1	-25	-8
O=C(Nc1ccc2nc(-c3cccnc3)[nH]c2c1)C1CCCCC1	/	-8
CC1CCN(C(=O)c2cc3nc(C4CC4)cc(C(F)(F)F)n3n2)CC1	/	-4
CCOC(=O)N1CCN(c2ccc(O)cc2)CC1	/	-2
Cc1ccc2[nH]c(=O)c(CN(CCc3ccccc3)Cc3nnnn3CC3CCCO3)cc2c1 (stereo not given)	14	3
COC(=O)c1ccc(NC(=O)COc2ccc(S(=O)(=O)NC(C)C)cc2)cc1	-17	-210
Cc1ccc(S(=O)(=O)N2CCN(Cc3nc4ccccc4n3C)CC2)cc1	-8	6
NC(=O)CC(NC(=O)Cc1ccc(Br)cc1)c1ccc(N2CCC(Br)CC2)c([N+](=O)[O-])c1 (stereo not given)	/	-7
Brc1ccc2ncnc(NCc3ccco3)c2c1	-3	12
CN1CCN(CC/C=C2/c3ccccc3Sc3ccc(S(=O)(=O)N(C)C)cc32)CC1	/	-8
CCc1n[nH]c2c1C(=O)CC(C)(C)C2	-7	-12
O=C1C=C(O)CC(c2cccs2)C1 (stereo not given)	3	5
N#C/C(=C1/CCCN1)c1ccccn1	/	7
CC(C)C(=O)N(c1ccc2oc(=O)sc2c1)S(=O)(=O)c1ccccc1	/	-12
Oc1ccc2ccccc2c1C=Nc1ccc(N2CCOCC2)cc1	/	7
c1ccc(Nc2nc(N3CCNCC3)nc(N3CCOCC3)n2)cc1	/	4
O=C(NCc1ccccc1)c1cnsn1	1	7
CCc1oc2ccccc2c1C(=O)CCN1CCCCC1	3	-7
CCCCn1c(O)c(C(C)=Nc2ccc(C(=O)O)cc2)c(=O)[nH]c1=O	-4	-6
COc1ccc(/C=N/NC(=O)CSc2nnc(C)n2-c2ccccc2)c(OC)c1OC	/	-9
CC(/C=N/Nc1nnc(C)c(=O)[nH]1)=C\c1ccccc1	/	-9
COc1ccc(CCN=C2SCC(=O)N2C)cc1OC	-2	-7
CCOc1ccc(C2=Nn3c(nnc3-c3ccc(OC)cc3)SC2)cc1	-1	6
CCSc1nnc2c(Cl)cc(Cl)cn12	-5	4
NCCCC(=O)O	/	5
CCOC(=O)c1cccc(NC(=O)CN2C(=O)C3C4C=CC(C4)C3C2=O)c1 (stereo not given)	0	-9
COc1cccc(Cn2c(OCC3CCCO3)nc3c2c(=O)n(C)c(=O)n3C)c1 (stereo not given)	-12	/
Cc1cc2cc(CNC(=O)NC3CCCCC3)ccc2[nH]1	0	5
Cc1cc(C)n(C(=O)C(C)N2C(=O)c3ccccc3C2=O)n1 (stereo not given)	-58	-22
COc1ccccc1CNC(=O)c1ccc(S(=O)(=O)N(C)C)cc1	2	-11
CCC(Sc1nnc(-c2ccc(C)c(Cl)c2)n1CC)C(=O)Nc1nccs1 (stereo not given)	9	2
CCOC(=O)Cn1cc(C=O)c2ccccc21	/	-5
Cn1nc(CC(=O)NCc2ccc(F)cc2)c2ccccc2c1=O	/	11
O=C(CCCc1ccccc1)NCCN1CCOCC1	-12	9
COc1ccc(Cl)cc1NC(=O)CCc1ccccc1	/	-13
C=CCn1c(SCC(=O)c2cccs2)nc2sc(CC)cc2c1=O	-5	48
Cc1cc(C)nc(NS(=O)(=O)c2ccc(NC(=O)c3ccc4c(c3)OCO4)cc2)n1	-2	-16
CCOC(=O)NC(CC(=O)O)c1ccc(OCC)cc1 (stereo not given)	3	22
CC1(C)CC(=O)c2sc(NS(C)(=O)=O)nc2C1	-6	-4
O=C(c1ccccc1)c1ccc(N2CCNCC2)cc1	-3	4
CCOC(=O)C1CCCN(C(=O)c2sc3nc(-c4ccccc4)cn3c2C)C1 (stereo not given)	-10	-9
CSc1ccccc1NC(=O)CN(Cc1ccccc1)S(C)(=O)=O	-11	-5
COc1ccc(/C=N/n2c(N)c(S(=O)(=O)c3cccs3)c3nc4ccccc4nc32)cc1OC	/	-20
O=C(O)c1nn(-c2ccccc2)nc1-c1nn(-c2ccccc2)nc1C(=O)O	-6	-6
COc1ccc(-c2oc3ccc(-c4cc(OC)c(OC)c(OC)c4)cc3c2-c2ccc(OC)cc2)cc1	/	-56
C=CCSC1=C(C#N)C(c2ccccc2OC)CC(=O)N1 (stereo not given)	-4	-7
COc1ccc2[nH]c(=O)c(CN(C(C)=O)C3CCCCC3)cc2c1	0	-54
c1ccc(CSc2nncn2-c2ccccn2)cc1	-5	-9
CCCCC1=CC2=C(c3ccco3)C(=O)C(C)(OC(=O)c3ccc(OC)cc3)C(=O)C2=CN1c1ccc(OC)cc1 (stereo not given)	/	11
CC(=O)N1CCc2cc(C(=O)CN3CCN(C(=O)c4ccco4)CC3)ccc21	-4	4
COCCCNc1oc(-c2ccccc2F)nc1C#N	-73	28
O=C(NCc1ccco1)C1CCC(CNS(=O)(=O)c2cccc3cccnc23)CC1 (stereo not given)	-12	1
COC(=O)CCC(=O)Nc1ccc(NC(C)=O)cc1	-32	/
COc1ccc(CCNC(=O)c2noc3c2CCCC3)cc1OC	-23	-9
N#C/C(C(=O)N1CCOCC1)=C1\Nc2ccccc2S1	5	-9
COc1ccc(NC(=O)c2oc3ccccc3c2NC(=O)c2ccc(OC)c(OC)c2)c(OC)c1	6	/
CC(C)=CCC(C)(C)C1OCCN1C(=O)c1ccccc1 (stereo not given)	-20	-13

# Later entries
structure	HIV RNase H inh	RmlC RmlD mix
C=CCN1C(=O)C(Cc2ccccc2)S/C1=N/N=C/c1cccs1 (stereo not given)	/	-6
CC(=O)Nc1ccc(-c2nc(C)c(C(C)=O)n2O)cc1	-4	-6
CCOc1cccc(C2c3c(oc4cc(C)c(C)cc4c3=O)C(=O)N2CCCN(C)C)c1 (stereo not given)	12	8
CCOC(=O)C[C@H]1c2ccc(C(F)(F)F)cc2S(=O)(=O)N1c1cccc(OC)c1	/	-7
CN(C)S(=O)(=O)N1CCN(S(=O)(=O)c2ccc(F)cc2)CC1	-5	-4
O=C(Nc1ccn(Cc2c(F)c(F)cc(F)c2F)n1)c1ccc(COc2ccccc2Cl)cc1	/	?
O=C(N/N=C/c1ccc(O)cc1)c1ccc(COc2cc(Cl)ccc2Cl)o1	/	-49
O=c1[nH]c2ccc(S(=O)(=O)N3CCC(Cc4ccccc4)CC3)cc2o1	/	-21
COC(=O)c1ccccc1NC(=O)CSCC(=O)Nc1ccccc1OC	/	3
CCCNC(=O)C1=C(C)C(=O)OC12CCC(C)CC2 (stereo not given)	-1	-4
Cc1ccc(-c2n[nH]c3c2CCC3)cc1	/	-8
CCCNC(=O)c1[nH]c(C)c(C(C)=O)c1C	-7	9
CCOC(=O)c1c(CN2CCOCC2)n(-c2ccccc2)c2cc(Br)c(O)c(CN(C)C)c12	/	12
CN(C)NC(=S)Nc1ccc2nc(-c3ccccn3)c(-c3ccccn3)nc2c1	/	-7
O=C(c1ccc(Cl)cc1)N1CCN(c2ccc([N+](=O)[O-])c(NCc3cccnc3)c2)CC1	/	8
NC(=O)CSc1ncc(-c2ccccc2)[nH]1	7	-4
CC(C)NC1=C(Cl)C(=O)c2ccccc2C1=O	/	13
Cc1[nH]nc2nc3c(c(OC(=O)c4ccccc4)c12)c(=O)n(C)c(=O)n3C	-8	/
O=c1c2ccccc2nc2n1C1(CCCCC1)Cc1ccccc1-2	/	-5
CCCC(CCC)C(=O)Nc1c[nH]c(=O)[nH]c1=O	/	7

# Looked up by structure from above (five):
structure	HIV RNase H inh	RmlC RmlD mix
O=c1[nH]c2ccc(S(=O)(=O)N3CCC(Cc4ccccc4)CC3)cc2o1	/	-21
O=C(Nc1ccn(Cc2c(F)c(F)cc(F)c2F)n1)c1ccc(COc2ccccc2Cl)cc1	/	?
CN(C)NC(=S)Nc1ccc2nc(-c3ccccn3)c(-c3ccccn3)nc2c1	/	-7
Cc1ccc(-c2n[nH]c3c2CCC3)cc1	/	-8
Cc1[nH]nc2nc3c(c(OC(=O)c4ccccc4)c12)c(=O)n(C)c(=O)n3C	-8	/

# New compounds follow.
structure	HIV RNase H inh	RmlC RmlD mix
CC1CC(OC(=O)C(O)c2ccccc2)CC(C)(C)N1C (stereo not given)	/	8
O=C(COc1ccc(F)c(Cl)c1)c1ccc[nH]1	-90	/
CC(C)C1N=C2c3ccccc3N=C(SCC(=O)c3ccc(O)c(O)c3)N2C1=O (stereo not given)	96*	3
COc1ccc(Cc2nnc(SCC(=O)N3CCc4ccccc4C3)o2)cc1	-11	-11
O=C(Nc1ccc(F)cc1)c1cccc(NC(=O)C2C3CC4OC(=O)C2C4C3)c1 (stereo not given)	/	-1
O=C(CSc1nnnn1-c1ccccc1)N1CCc2ccccc21	-6	-9
CS(=O)(=O)N1N=C(c2ccc3nccnc3c2)CC1c1ccccc1 (stereo not given)	/	3
CC(=O)NNc1nc(-c2ccccc2)c2cc(Br)ccc2n1	/	-6
N#Cc1cc2cc3c(cc2nc1SCC(=O)OC1CCCCC1)OCO3	7	18
COc1ccc(C2CC(c3cccs3)=NN2c2nc(-c3ccccc3)cs2)cc1OC (stereo not given)	/	-30
O=C(O)C1C2CCC(O2)C1C(=O)NCCC1=CCCCC1 (stereo not given)	-1	8
O=C(CSc1nnc(-c2ccco2)o1)c1ccc(F)c(F)c1	-2	-2
[O-]C1=N/[N+](=C/c2ccccc2Cl)CC1	/	18
O=C(CN1CCN(c2ccccc2F)CC1)c1c[nH]c2ccc(F)cc12	/	-8
CCC(=O)NS(=O)(=O)c1cccnc1Nc1ccc(Cl)cc1	/	6
O=S(=O)(NCc1ccc2c(c1)OCO2)c1cnc[nH]1	3	8
Cc1ccc(-c2nn(CC(=O)NCC3CCCO3)c(=O)c3ccccc23)cc1 (stereo not given)	-21	-4
CCOC(=O)C1CCN(C(=O)c2c(-c3c(F)cccc3Cl)noc2C)CC1	-12	6
O=C1CC(C(=O)NC2CCCCC2)C(c2ccccc2)O1 (stereo not given)	0	-13
CC1(c2ccncc2)Nc2ccccc2-c2nc3ccccc3n21 (stereo not given)	-7	14

# Six entries out of the list, sorted by number of heavy atoms, smallest number first:
structure	HIV RNase H inh	RmlC RmlD mix
CC1CC(OC(=O)C(O)c2ccccc2)CC(C)(C)N1C (stereo not given)	/	8
CC(=O)NNc1nc(-c2ccccc2)c2cc(Br)ccc2n1	/	-6
CC1(c2ccncc2)Nc2ccccc2-c2nc3ccccc3n21 (stereo not given)	-7	14
CCOC(=O)C1CCN(C(=O)c2c(-c3c(F)cccc3Cl)noc2C)CC1	-12	6
CC(C)C1N=C2c3ccccc3N=C(SCC(=O)c3ccc(O)c(O)c3)N2C1=O (stereo not given)	96*	3
COc1ccc(C2CC(c3cccs3)=NN2c2nc(-c3ccccc3)cs2)cc1OC (stereo not given)	/	-30

# (next part)
structure	HIV RNase H inh	RmlC RmlD mix
O=C(O)COc1nsnc1N1CCOCC1	3	-8
Cc1ccc(CN2C(=O)c3ccccc3C2C(=O)NCc2cccnc2)cc1 (stereo not given)	/	9
COc1ccc(C2=NOC(CN3C(=O)c4ccccc4S3(=O)=O)C2)cc1 (stereo not given)	-29	-10
O=C(COc1ccccc1)N1CCN(S(=O)(=O)Cc2ccccc2)CC1	-2	14
CCOC(=O)N1CC=C2C(C#N)=C(N)C(C#N)(C#N)[C@H](c3ccc(OC(C)C)c(OCC)c3)[C@H]2C1	89*	9
COc1ccc(-c2nc(Cn3c(SCc4ccc(F)cc4)nc4ccncc43)c(C)o2)cc1OC	/	-8
C=C(C)CSc1nnc([C@H](CCSC)NC(=O)OC(C)(C)C)o1	3	-9
CCn1c(=NC(=O)CSC(C)=O)sc2cc(OC)ccc21	-21	-7
CSc1nc2oc3c(c2c2nncn12)CC(C)(C)SC3	-8	10
Cc1cc(N2CCN(c3ccccc3)CC2)nc(-c2ccccc2O)n1	/	-26
COC(=O)c1ccccc1NC(=O)c1ccc(COc2ccc3c(c2)CCC3)cc1	/	-8
Cc1cc2[nH]ncc2cc1NC(=S)NC(=O)c1ccccc1	/	1
c1ccc(OCCSc2nc3ccccc3o2)cc1	-32	4
C=CCn1c(SCC(=C)C)nc2c1c(=O)[nH]c(=O)n2C	-54	5
COc1ccccc1N(O)C1CC(=O)N(c2ccc(F)cc2)C1=O (stereo not given)	63*	-5
CCOC(=O)c1nn(-c2ccccc2C)c2nc(CC(C)C)c(C#N)c(=O)n12	/	35
COc1ccc(C2C(=O)c3ccccc3C2=O)cc1	/	-6
COc1ccc(NC(=S)NCCCn2ccnc2)cc1	/	14
N#Cc1c(SCc2ccccc2)nc(N2CCOCC2)c2c1CCCC2	-4	6
CCCCC(=O)Nc1ccc(C(=O)NN2C(=O)c3ccccc3C2=O)cc1	/	7
Cc1c(NS(=O)(=O)N2CCCCC2)c(=O)n(-c2ccccc2)n1C	/	7
CC(C)Cn1c2nc3ccccc3nc2c2c(=O)n(CCN3CCOCC3)cnc21	3	5
OC12CCCCC1C(c1ccc3c(c1)OCO3)N(Cc1ccccc1F)CC2 (stereo not given)	3	/
CCCCc1nc(N2CCNCC2)c(C#N)c2c1CSC(C)(C)C2	1	/
C=CCN1/C(=C(\C#N)C2=NS(=O)(=O)c3ccccc32)N(C)c2ccccc21	/	-8
Oc1ccc(/C=N/NC(=S)NCC2CCCO2)cc1 (stereo not given)	/	-2
CC(C)(C)NC(=O)C1N(c2cccnc2)C(=O)C2C(C(=O)Nc3ccccc3F)C3(C)C=CC21O3 (stereo not given)	-1	-8

# Bioassay records (PubChem)
